# Source: PubChem (several laboratories)
# PfHsp40 rescue = rescue of yeast from PfHsp40 toxicity, primary screen, S. cerevisiae, ATP luminescence; S. cerevisiae expressing PfHsp40, growth rescue; growth rescue, % at 12.5 µM; 340,000 compounds, 0.68% hits; AID 504582, 2011; in the data active = growth rescue above about 28%, passing the limit was not always enough; inconclusive = no clear call, values can overlap the other calls;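 note: yeast W303a lacking pdr1 and pdr3 grown in galactose medium; growth measured after three days at 30 °C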
# TcdB GH inh = TcdB glycohydrolase inhibitors, primary screen, biochemical, single point, plate reader. Toxin B (Clostridioides difficile), P18177. TcdB glycohydrolase enzymatic assay. inhibition, % at 9.99 µM. 350,000 compounds, 0.24% hits. AID 652162, 2013; in the data active = inhibition above about 10%
# Mtb UGM inh = M. tuberculosis UGM enzyme inhibitors, primary screen, biochemical, fluorescence polarization, single point; UDP-galactopyranose mutase (Mycobacterium tuberculosis (strain ATCC 25618 / H37Rv)), …; 320,000 compounds, 0.06% hits; purified UGM, fluorescence polarization probe displacement; inhibition, % at 10 µM; in the data active = inhibition above about 10%, passing the limit was not always enough; inconclusive = no clear call, values can overlap the other calls
# Target sequence (P9WIQ1 whole entry, looked up): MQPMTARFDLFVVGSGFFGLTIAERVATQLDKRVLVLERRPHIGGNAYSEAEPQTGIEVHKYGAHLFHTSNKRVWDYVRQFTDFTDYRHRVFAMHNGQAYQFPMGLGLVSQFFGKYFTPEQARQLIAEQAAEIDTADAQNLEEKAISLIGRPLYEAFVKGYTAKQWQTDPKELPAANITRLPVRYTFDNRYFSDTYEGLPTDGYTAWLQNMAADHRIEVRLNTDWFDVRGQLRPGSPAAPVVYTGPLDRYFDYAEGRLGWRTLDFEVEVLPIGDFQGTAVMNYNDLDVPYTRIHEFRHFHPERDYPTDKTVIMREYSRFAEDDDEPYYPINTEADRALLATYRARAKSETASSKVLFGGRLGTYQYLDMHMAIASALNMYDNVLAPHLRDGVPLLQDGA
# FBA Mtb inh = Mtb FBA enzyme inhibitors, primary screen, biochemical, fluorescence, strain H37Rv; 360,000 compounds, 2.3% hits; purified M. tuberculosis FBA, fluorescence read-out; inhibition, % at 1 µM; Fructose-bisphosphate aldolase (Mycobacterium tuberculosis (strain ATCC 25618 / H37Rv)), …; in the data active = inhibition above about 27%;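 note: 0% = vehicle and 100% = reference inhibitor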
# Target sequence (P9WQA3 whole entry, looked up): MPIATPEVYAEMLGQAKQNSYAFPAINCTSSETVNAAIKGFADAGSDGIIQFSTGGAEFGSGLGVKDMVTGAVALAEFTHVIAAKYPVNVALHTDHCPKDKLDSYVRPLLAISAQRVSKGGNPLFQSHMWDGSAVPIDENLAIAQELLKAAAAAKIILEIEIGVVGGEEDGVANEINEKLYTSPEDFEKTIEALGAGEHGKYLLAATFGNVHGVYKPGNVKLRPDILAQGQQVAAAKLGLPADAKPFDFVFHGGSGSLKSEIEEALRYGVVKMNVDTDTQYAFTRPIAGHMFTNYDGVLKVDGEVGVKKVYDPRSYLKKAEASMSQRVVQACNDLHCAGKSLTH
# FadD28 FP inh = inhibitors of FadD28 bisubstrate probe binding, primary screen, biochemical, fluorescence polarization, single point. Mycobacterium tuberculosis FadD28 fatty-acid-AMP ligase. 360,000 compounds, 0.22% hits. inhibition, % at 12.5 µM; in the data active = inhibition above about 8.5%, passing the limit was not always enough; inconclusive = no clear call, values can overlap the other calls
# BH1578 lux ind = inducers of Vibrio cholerae quorum light production without autoinducers, primary screen, BH1578 luxS cqsA deficient, single point. 350,000 compounds, 0.16% hits. activation, % at 18.7 µM. V. cholerae BH1578 lux reporter, luminescence, 6 h. AID 588436, 2011; in the data active = activation mostly above about 9.7%, no sharp cut-off; inconclusive = no clear call, values can overlap the other calls; inactive = mostly below about 3.7%; note: not every result past the cut was called active; inactives centre near 0; reference of the scale not given here
# BioA inh = M. tuberculosis BioA enzyme inhibitors, primary screen, biochemical, plate reader, single point, HTS; 7,8-diaminopelargonic acid synthase BioA (Mycobacterium tuberculosis); inhibition, % at 9.99 µM; 360,000 compounds, 0.096% hits; AID 602481, 2012; purified M. tuberculosis BioA enzyme; in the data active = inhibition above about 40%; inconclusive = no clear call, values can overlap the other calls
# GDH-TPI inh = GDH-TPI coupling enzyme inhibitors, primary screen, artefact control for M. tuberculosis FBA inhibitor project, biochemical, absorbance, full deck. GDH-TPI coupled enzyme counterscreen, NADH absorbance. inhibition, % at 4.8 µM. 360,000 compounds, 1.2% hits. AID 588335, 2011; in the data active = inhibition above about 30%;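 note: 0% = DMSO wells and 100% = wells lacking the enzyme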
# Yp Topo-I inh = Yersinia pestis topoisomerase I inhibitors, primary screen, biochemical, cleavage product accumulation, plate reader, single point; AID 504884, 2011; 360,000 compounds, 0.064% hits; DNA topoisomerase I (Yersinia pestis CO92); Y. pestis Topo-I cleavage product accumulation; activity, % at 10 µM; in the data active = activity above about 50%, passing the limit was not always enough; inconclusive = no clear call, values can overlap the other calls; note: inactives centre near 2
# Active calls of the source: *; i = inactive; u = inconclusive; x = no result given; + = active, no number; & = joins results of further samples.
SMILES,PfHsp40 rescue,TcdB GH inh,Mtb UGM inh,FBA Mtb inh,FadD28 FP inh,BH1578 lux ind,BioA inh,GDH-TPI inh,Yp Topo-I inh
CC1(C(=O)NS(=O)(=O)Cc2cccc(Cl)c2)CCN1C(=O)Cc1ccc(Cl)cc1Cl (centres undefined),x,0.8,x,1.7,-0.3,-1.2,0.1,11.5,4.0
COc1ccccc1CNC(=O)C(=O)c1cn(CC(=O)N2CCCC2)c2ccccc12,0.2,0.5,0.7,-0.7,1.0,-2.3,0.6,14.2,47.8
Cc1ccc(OC(=O)N2CCOCC2)cc1,-0.3,x,1.8,-2.3,0.5,x,-0.6,3.4,5.9
O=C(C1CCCN(Cc2ccc([N+](=O)[O-])cc2)C1)N1CCCCC1 (centres undefined),u,-0.2,0.5,1.6,-0.5,i,-3.4,6.2,-2.8
Cn1nnnc1SC(C(=O)Nc1ccc(F)cc1)c1ccccc1 (centres undefined),-0.6,1.1,-0.8,3.0,0.3,-0.3,0.0,-6.2,0.5
CC12CC3CC(C)(C1)CC(C(O)CN1CCOCC1)(C3)C2 (centres undefined),-1.2,0.2,0.1,-0.8,-1.6,0.3,1.2,-2.6,-8.3
CNc1cncc(-c2cccc(C(=O)NC3CC3)c2)n1,x,-1.2,x,+,-1.1,i,-0.8,22.6,3.9
CCn1cc(C(=O)NC2CC(C)(C)Cc3c2cnn3-c2cccc(F)c2)cn1 (centres undefined),2.1,1.0,4.8,0.6,0.4,i,22.2,2.1,5.0
O=C1CC(C(=O)N2CCN(c3ccccc3Cl)CC2)CN1Cc1ccccc1 (centres undefined),-0.3,2.6,-2.3,1.9,0.4,i,1.6,1.6,20.6
O=C(N/N=C\C=C\c1ccc2c(c1)OCO2)C1COc2ccccc2O1 (centres undefined),0.1,0.1,-1.8,4.2,0.0,-2.9,x,39.7*,9.9
CC(Nc1cc(N2CCOCC2)ccc1[N+](=O)[O-])c1ccccc1 (centres undefined),-1.4,x,-2.1,-8.0,-1.0,-0.3,x,5.9,8.8
Cc1c(NC(=O)c2nn3c(c2Br)NC(c2ccccc2)CC3C(F)(F)F)c(=O)n(-c2ccccc2)n1C (centres undefined),-0.8,x,1.2,-2.2,-0.1,-4.8,2.4,0.8,21.7
COc1ccc(-c2cc(C3CCN(c4ncccc4[N+](=O)[O-])CC3)[nH]n2)cc1,24.5,x,-0.6,-0.6,-5.1,11.1,1.1,-3.1,2.0
CSc1nc(-c2ccco2)cc(-c2ccccc2)c1C#N,1.8,x,2.5,1.8,-3.3,i,-3.0,0.8,-10.7
Cc1onc(-c2c(Cl)cccc2Cl)c1C(=O)N=C(N)N1CCOCC1,-0.6,1.5,-0.5,-4.2,-4.4,i,0.2,-0.5,-3.7
CCOc1ccccc1NC(=O)Nc1cnccn1,-0.2,-0.4,-3.7,-1.0,0.2,-1.6,x,1.2,2.2
COc1ccc(NC(=O)C2Cc3c(-c4cccc(C(N)=O)c4)ccnc3O2)cn1 (centres undefined),x,-3.1,x,0.1,-3.7,-0.3,10.5,0.9,-6.8
CCOc1ccc(N(CC(=O)NC2CCCCCC2)S(=O)(=O)c2c(C)noc2C)cc1,0.8,-6.7,1.9,-0.6,-1.4,-0.5,-1.3,-6.2,4.4
CC(C)c1ccc(NC2CCCN(C(=O)c3ccncc3)C2)cc1 (centres undefined),-0.9,1.2,0.1,0.6,-0.4,-1.0,-1.5,0.0,-7.5
COC(=O)C(Cc1ccc(O)cc1)NC(=O)CCc1nc2ccccc2s1 (centres undefined),0.6,1.4,1.9,0.3,-0.6,-0.1,-0.9,3.9,3.2
Nc1nnn(CC(=O)N/N=C/c2ccncc2)n1,x,0.9,0.2,1.1,-0.2,i,-0.2,12.6,1.2
CCCCOC(=O)CSc1nc(N)c(C#N)c(-c2ccc(OCC)cc2)c1C#N,-0.6,x,0.3,0.8,-0.7,-0.3,-1.5,1.5,6.7
Cc1ccc(O)c(NC(=O)CCC2CCCCC2)c1,-0.1,x,3.1,2.1,-0.8,i,x,-11.9,-3.9
COc1cc(C(=O)OCC(=O)N2CCCCC2C)ccc1OCc1c(C)noc1C (centres undefined),-1.5,0.5,0.4,4.3,-1.7,i,x,-3.8,-0.3
Cc1sc2ncnc(Nc3ccccc3)c2c1C,-0.3,x,0.4,-1.5,-0.1,i,1.1,-4.0,2.7
Nc1nc(Nc2ccccc2F)nc(NCc2ccco2)c1[N+](=O)[O-],1.5,4.1,0.6,-1.7,-1.9,-0.3,x,13.8,-3.4
CC(C)COC(=O)c1ccc(NC(=O)C2C3CCC(C3)C2C(=O)O)cc1 (centres undefined),0.7,x,-4.3,-1.2,1.2,-0.1,-0.4,11.9,-0.1
COc1ccccc1NS(=O)(=O)NC(=O)c1c(C)[nH]c2ccccc12,-0.2,-0.4,-0.6,1.1,-2.8,2.0,-1.9,-0.9,2.3
O=C(c1cccs1)N(Cc1cccc(F)c1)C1CCS(=O)(=O)C1 (centres undefined),-1.3,0.4,1.8,-0.1,-4.4,-3.9,1.9,-13.7,1.2
CCCCCCSc1cccc(-c2nc3ccc(C)cn3c2NCc2ccccc2)c1,3.0,-0.8,2.7,35.8*,-4.0,11.1,-3.4,9.2,-3.7
CNC(=O)c1cccnc1Nc1cccc(C(F)(F)F)c1,-1.1,3.2,2.2,-2.2,-7.9,-0.5,x,6.2,-1.3
CCOC(=O)C1=C(C)NC(=O)NC1c1cn(-c2ccccc2)nc1-c1cccs1 (centres undefined),0.2,x,-0.6,3.1,-2.8,i,1.5,-9.4,7.8
COc1ccc2[nH]cc(CCNC(=O)C3CCCCC3)c2c1,-0.8,0.1,0.2,2.5,0.0,-1.0,0.1,-3.1,-1.4
Cc1cccc(CN2C(=O)CSc3ccc(C(=O)NC4CC4)cc32)c1,-0.6,2.4,-0.4,-2.8,-2.3,i,x,-8.2,-2.1
CCN(CC)S(=O)(=O)c1ccc(C(=O)NCc2ccc(C)cc2)cc1,1.9,x,-1.8,-2.3,-0.7,-0.2,0.0,5.6,-10.6
CC(C)CC(=O)Nc1ccccc1N1CCN(C(=O)c2ccccc2)CC1,0.3,x,1.5,7.3,-1.0,34.1*,0.5,-2.9,1.1
O=C(O)COc1ccccc1/C=N/Nc1ccc(S(=O)(=O)Nc2ccc(Cl)cc2)cc1[N+](=O)[O-],0.3,0.5,-0.4,-2.4,1.6,x,x,17.6,4.1
Cc1cc(NC(=O)CSc2nccn2-c2cccc(Cl)c2)no1,1.0,-3.9,1.2,-0.7,-0.2,i,2.9,15.1,2.6
O=C(c1cc2cc([N+](=O)[O-])ccc2oc1=O)N1CCN(c2ncccn2)CC1,0.8,x,-2.9,5.9,1.0,-2.9,0.4,5.4,-0.2
Cc1ccc(SCC(=O)NC2CC3CCC(C2)N3C)cc1 (centres undefined),1.0,0.2,0.4,1.3,-1.9,-0.4,x,6.4,-2.4
Cc1c(C(=O)N2CCC3(CC2)OCCO3)oc2ccccc12,0.7,x,-0.8,-0.9,-3.2,0.7,-1.2,-20.8,6.4
CC(=O)N1CCN=C1SCc1cccc(Cl)c1,2.7,4.6,1.8,-1.8,-0.8,-0.4,-1.1,9.8,8.9
CCS(=O)(=O)N1CCCC(C(=O)NCCc2ccc(C)cc2)C1 (centres undefined),-0.4,x,-1.2,3.4,-3.1,i,x,0.4,-5.5
O=C(Nc1ccnn1C1CCN(Cc2c[nH]c3ccccc23)CC1)c1ccccc1,2.0,0.1,-2.8,-0.2,-3.6,-7.1,0.4,-2.2,-8.9
CC(C)n1c(=N)c(C(=O)NCCc2ccccc2)cc2c(=O)n3ccccc3nc21,-0.7,x,1.9,+,-3.7,-0.5,1.7,12.1,2.6
CCOc1ccccc1C(=O)NCC(=O)NCC(c1ccco1)N1CCCCC1 (centres undefined),0.8,1.8,0.4,4.9,-0.4,i,-3.0,4.2,4.7
O=C(CSc1nnc(-c2ccccc2)c(-c2ccccc2)n1)Nc1ccc(Br)cn1,0.3,0.4,-0.4,-0.1,-0.3,-0.7,x,8.7,30.3
O=C(Cc1ccccc1Cl)NNC(=O)Nc1ccccc1,-0.3,x,0.7,0.7,-1.1,-0.2,-0.5,0.0,-0.8
CCCCC(=O)Nc1ccc(C(=O)NNC(=O)c2ccccc2Br)cc1,-0.1,-1.4,-1.9,2.4,-0.8,-0.6,x,3.8,10.5
O=C(CNC(=O)N1CC(=O)Nc2ccccc21)Nc1ccc(Br)cc1F,x,-9.5,x,-1.1,-2.6,-0.7,-0.4,11.5,4.7
# Next results follow.
SMILES,PfHsp40 rescue,TcdB GH inh,Mtb UGM inh,FBA Mtb inh,FadD28 FP inh,BH1578 lux ind,BioA inh,GDH-TPI inh,Yp Topo-I inh
CC1(C)NC(C(=O)O)Cc2c1[nH]c1ccccc21 (centres undefined),0.1,-0.5,-2.2,-6.1,-2.8,i,0.6,-8.1,-14.9
C[C@H]1CN([C@@H](C)CO)C(=O)c2cccc(NC(=O)C3CC3)c2O[C@H]1CN(C)S(=O)(=O)c1ccccc1,-0.5,0.9&0.1,-0.4,0.3,-2.0,i,10.9&-3.2,1.3,16.0
CN(C)c1nc(N)c(C(=O)N=C(N)N)nc1Cl,0.9,0.2,-1.4,-3.6,-2.2,i,2.5,17.9,-3.8
Cc1nn2c(-c3ccncc3)nnc2c2ccccc12,57.4*,x,1.0,1.1,-2.8,i,-0.6,8.3,-6.2
CC(C)Cc1nnc(NC(=O)CCC(=O)N2CCN(c3ccc(Cl)cc3)CC2)s1,0.9,0.0,1.2,-1.0,-3.5,-0.2,-4.3,5.9,13.1
CCc1ccc(Nc2ncc3c(n2)CC(c2ccc(OC)cc2)CC3=O)cc1 (centres undefined),-1.1,x,1.4,3.1,-2.1,-0.3,0.2,13.8,5.3
O=C(O)CCNC(=O)/C(=C/C=C/c1ccccc1)NC(=O)c1ccccc1,-0.1,1.2,-1.7,-1.3,-1.8,-0.1,x,17.6,-3.7
COc1cccc(NC(=O)CCc2nc(-c3cccs3)no2)c1,0.5,x,1.4,6.4,-1.9,i,5.6,12.2,-2.0
Cc1ccc(S(=O)(=O)n2c([N+](=O)[O-])cnc2C)c(C)c1C,0.9,x,0.4,0.0,-4.2,0.4,x,-1.1,2.2
CCOC(=O)C(C)S(=O)(=O)c1ccc(C(F)(F)F)cn1 (centres undefined),-0.2,x,-1.6,-0.9,-3.7,-0.4,x,-5.0,-7.2

# Single entries from the results shown.
# `CC(C)Cc1nnc(NC(=O)CCC(=O)N2CCN(c3ccc(Cl)cc3)CC2)s1` | BioA inh: -4.3
# `O=C(O)CCNC(=O)/C(=C/C=C/c1ccccc1)NC(=O)c1ccccc1` | Mtb UGM inh: -1.7

# Continued:
SMILES,PfHsp40 rescue,TcdB GH inh,Mtb UGM inh,FBA Mtb inh,FadD28 FP inh,BH1578 lux ind,BioA inh,GDH-TPI inh,Yp Topo-I inh
CCc1ccc(Nc2ccc(S(=O)(=O)N3CCOCC3)cc2[N+](=O)[O-])cc1,1.0,x,-4.4,-2.7,0.2,-0.2,-0.5,1.8,41.9
CCC(=O)NCCCNc1nc2c(C)cccc2cc1C#N,-0.7,5.6,1.7,37.7*,-2.5,-0.3,x,-3.2,1.4
CCCC(=O)Nc1ccc(C(=O)NNC(=S)NC(=O)c2cccs2)cc1,2.8,x,-0.5,-0.3,-2.1,-1.7,-1.8,27.8,0.2
N#CC1C(=O)NC(=O)C(C#N)C12CCCc1sccc12 (centres undefined),x,1.1,x,1.6,-0.1,i,-0.3,9.7,3.7

# Random draw from the library; about 4.6% have a hit in one of these screens.
